# Dengue-2 NS5 capping – Dengue-2 NS5 methyltransferase inhibitors, primary screen, biochemical, confirmation dose response (AID 588689) | Dengue-2 NS5 methyltransferase capping enzyme assay, biochemical; higher % means a stronger effect | one-dose inhibition, % at 25 µM; IC50 in µM for titrated hits | 340,000 tested, 0.3% active; in the data active = a potency from the dose series; inconclusive = inhibition above about 29% without an active follow-up result
# UTI89 phage lysis – inhibition of K1F phage lysis, E. coli UTI89, bacterial capsule biogenesis inhibitors, alamar blue (AID 488966); E. coli UTI89 K1F phage lysis, alamar blue, 2 h; higher % means a stronger effect; inhibition, % at 100 µM, or IC50 in µM where a hit was titrated; 340,000 tested, 0.02% active;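 active = phage lysis inhibition, versus mean bacterial control, above a set limit; inconclusive = no clear call, values can overlap the other calls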;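 also: capsule biogenesis inhibitors block K1F phage lysis so surviving cells raise fluorescence; higher fluorescence means more inhibition of phage lysis; actives were called in the ten point dose series up to 300 µM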
# RSV CPE inhibition – inhibition of RSV-induced cytopathic effect – HEp-2 cells, primary 10 µM value included (AID 2391); HEp-2 cells, RSV-induced CPE inhibition; higher % means a stronger effect; CPE inhibition, % at 10 µM; hits with a dose series show IC50 in µM; 310,000 tested, 0.13% active; in the data active = a potency from the dose series; inconclusive = CPE inhibition mostly from about 23% at the one dose, without a potency; inactive = the rest, 99 in 100 with CPE inhibition below about 21%; also: strong numbers were not always called active
# GPR55 LPI antagonism – inhibition of LPI-stimulated GPR55 beta-arrestin translocation – imaging, U2OS, beta-arrestin-GFP, LPI agonist, primary screen (AID 2013); U2OS GPR55 beta-arrestin-GFP translocation imaging, LPI antagonism; higher % means a stronger effect; one-dose inhibition, % at 10 µM; IC50 in µM for titrated hits; 290,000 tested, 0.13% active;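 active = spots per cell inhibited over 60%, with over 100 cells counted and total cytoplasm intensity under 500,000; inconclusive = wells with under 100 cells, flagged as likely toxic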;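 also: U2OS cells stably carrying GPR55 and arrestin-GFP stimulated by 5 µM LPI near EC80; imaged beta-arrestin-GFP aggregate spots per cell after agonist stimulation; plate controls were LPI-stimulated DMSO wells for no effect and DMSO wells without LPI for full effect; some results filed as inactive read as strong as hits; confirmed hits need IC50 under 10 µM and bright autofluorescent wells are also inconclusive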
# Large T inhibition – TAg ATPase/helicase activity blockers – biochemical (AID 1903) | SV40 large T antigen ATPase/helicase inhibition assay; higher % means a stronger effect | one-dose inhibition, % at 20 µM; IC50 in µM for titrated hits | 310,000 tested, 0.39% active; in the data active = a potency from the dose series; inconclusive = inhibition mostly from about 32% at the one dose, without a potency; inactive = the rest, 99 in 100 with inhibition below about 32%; also: strong numbers were not always called active
# GPR35 arrestin U2OS – GPR35 antagonists blocking zaprinast-driven arrestin recruitment, primary screen, imaging, U2OS, beta-arrestin-GFP, zaprinast agonist (AID 2058) | U2OS GPR35 beta-arrestin-GFP translocation imaging, zaprinast antagonism; higher % means a stronger effect | inhibition, % at 10 µM; hits with a dose series show IC50 in µM | 290,000 tested, 0.052% active;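 active = inhibition of at least 50% with at least 30 cells and total cytoplasm GFP at most 10,000,000; inconclusive = under 30 cells or total GFP of 10,000,000 plus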
# PhoP inhibition – inhibitors of PhoP regulon expression, primary screen, Salmonella Typhimurium, GFP reporter (AID 1863); 300,000 tested, 0.16% active; inhibition, % at 50 µM, or IC50 in µM where a hit was titrated; S. Typhimurium PhoP-regulated promoter GFP reporter, 4 h; higher % means a stronger effect;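 active = inhibition over 29.93%, a cutoff 3 SD above the screen mean, later confirmed by dose response; inconclusive = inhibition over 29.93% but no dose response follow-up; inactive = inhibition at most 29.93% or unconfirmed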;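 also: 0% = low Mg2+ inducing control and 100% = high Mg2+ repressing control; strong numbers were not always called active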
# HIV fusion peptide – inhibitors of HIV fusion peptide binding, primary screen, biochemical, uHTS, fluorescence dequenching (AID 1986); 290,000 tested, 0.3% active; one-dose inhibition, % at 20 µM; IC50 in µM for titrated hits; cell-free peptide binding, fluorescence dequenching, 30 min; higher % means a stronger effect; in the data active = inhibition mostly above about 52%, no sharp cut-off; inactive = mostly below about 76%; also: some results filed as inactive read as strong as hits
# Rac1 GTP hydrolysis – MgcRacGAP GTPase-activating activity inhibitors, confirmation, biochemical, ADP Hunter fluorescence; MgcRacGAP-stimulated Rac1 GTP hydrolysis, ADP Hunter fluorescence; higher % means a stronger effect; GST-tagged Rac1 F28L mutant substrate; one-dose inhibition, % at 30 µM; IC50 in µM for titrated hits; 340,000 tested, 0.6% active; AID 624330;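 active = first-screen hits whose inhibition reached a set limit at any dose in the follow-up dose series; inconclusive = inhibition above the set first-screen limit but never retested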;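 also: fluorescence reports GDP produced by GAP-driven GTP hydrolysis; strong numbers were not always called active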
# Numbers without * were called inactive; u = inconclusive; x = not tested or not shown; [ ] = dose if it differs, or a comment.
SMILES,Dengue-2 NS5 capping,UTI89 phage lysis,RSV CPE inhibition,GPR55 LPI antagonism,Large T inhibition,GPR35 arrestin U2OS,PhoP inhibition,HIV fusion peptide,Rac1 GTP hydrolysis
COCCOC(=O)C1=C(C)NC2=C(C(=O)CCC2)C1c1ccc(N(C)C)cc1 (centres undefined),5%,-0.6%,-0.7%,-5%,x,-12%,x,-3.0%,15%
Cc1ccc(C(C(=O)NC2CCCC2)N(C(=O)Cc2cccs2)c2ccc(C)c(C)c2)o1 (centres undefined),-2%,2.7%,3.5%,-10%,4%,13%,7%,-0.7%,0%
Cc1cc(C(=O)NNCc2ccccc2)no1,0%,1.6%,0.7%,x,8%,x,-2%,x,8%
COc1ccc(-c2nn(CCC#N)cc2C(=O)Nc2cccc(C(=O)O)c2)cc1OC,-1%,0.6%,1.3%,1%,10%,-2%,2%,2.8%,3%
Cc1cc(C)nc(/N=C(\N)Nc2ccc(C(C)C)cc2)n1,-10%,-0.2%,u,7%,7%,-3%,0%,0.2%,12%
COC(=O)c1ccccc1NC(=O)[C@@H]1CCC(=O)N1C1OC(=O)c2c1ccc(OC)c2OC (some centres undefined),-5%,-8.2%,1.0%,-6%,x,-22%,x,-0.7%,-4%
C=CCn1c(C)cc(C(=O)CSc2nc3ccccc3c(=O)[nH]2)c1C,-6%,-0.3%,3.8%,8%,20%,-10%,-6%,7.5%,4%
CSc1ccccc1OCc1cc(C(=O)NCCn2nc(C)cc2C)no1,-3%,0.2%,4.8%,0%,4%,2%,2%,0.0%,-4%
C=CCn1c(SCC(=O)Nc2cccnc2Cl)nnc1-c1ccc(C(C)(C)C)cc1,-11%,2.3%,9.6%,-5%,14%,-13%,-3%,3.2%,6%
CCCc1cc(C(=O)NC(C)C2CCCO2)cs1 (centres undefined),-8%,0.3%,0.4%,17%,3%,3%,2%,0.7%,6%
COc1ccc(CNC(=O)CCCn2nc(C)c3c(C)n(-c4ccc(C)cc4)nc3c2=O)cc1,1%,-0.2%,39%,2%,8%,2%,-5%,-0.5%,-35%
CCCN1C(=O)C(Cc2nc3ccccc3c(=O)n2-c2ccccc2)c2cc(C)ccc21 (centres undefined),-7%,0.6%,2.7%,27%,14%,-9%,7%,-1.5%,1%
O=C(/C=C/c1ccco1)Nc1ccc(S(=O)(=O)N2CCOCC2)cc1,-12%,1.4%,0.7%,9%,13%,7%,-2%,4.3%,6%
CSC(C1CCCC1)n1nnc2ccccc21 (centres undefined),-5%,2.9%,1.6%,x,13%,x,x,x,12%
O=C(C1CCC1)N1CCN(c2ccc(Cl)cc2)CC1,2%,1.6%,1.8%,11%,12%,-10%,-3%,0.0%,9%
O=C(Nc1ccc(-c2nc3ccccc3o2)cc1)c1cccnc1,6%,0.7%,u,15%,6%,-8%,4%,-1.7%,5%
O=[N+]([O-])c1ccc(Cl)c(/C=N/n2c(COc3ccccc3)n[nH]c2=S)c1,-2%,0.3%,9.7%,-7%,12%,-3%,2%,1.0%,8%
O=C(Cn1nc(-c2ccccc2Cl)ccc1=O)Nc1ccc(Br)cc1,-6%,0.2%,2.7%,6%,24%,7%,-2%,-0.7%,2%
CC(C)OC(=O)c1ccc(NC(=O)c2ccccc2)cc1,-5%,2.0%[50 µM],16%,3%,-2%,-7%,30%,-0.2%,5%
CCOc1cccc(C=NCCc2ccc(OC)c(OC)c2)c1O,2%,0.8%,0.9%,8%,10%,10%,2%,-1.3%,3%
COc1ccc2cc[nH]c2c1,-5%,0.3%,1.6%,5%,4%,21%,-12%,1.3%,6%
N#C/C(=C(/O)CCl)c1nc2c(s1)CCc1ccccc1-2,25%,-0.3%,u,2%,14%,4%,7%,16%,8%
COc1cc(-c2ccc(NC(=O)c3ccc(C)cc3)c(OC)c2)ccc1NC(=O)c1ccc(C)cc1,-2%,6.8%,x,17%,3%,1%,-3%,1.2%,-2%
COc1ccccc1NC(=O)c1cc(S(=O)(=O)N2CCc3ccccc32)ccc1F,-2%,0.1%,0.6%,-8%,10%,20%,12%,-0.1%,-13%
CN(Cc1nc2ccccc2c(=O)[nH]1)C(=O)c1cccc(S(=O)(=O)N2CCCC2)c1,-5%,1.4%[50 µM],1.4%,x,x,x,x,x,-1%

# More entries.
SMILES,Dengue-2 NS5 capping,UTI89 phage lysis,RSV CPE inhibition,GPR55 LPI antagonism,Large T inhibition,GPR35 arrestin U2OS,PhoP inhibition,HIV fusion peptide,Rac1 GTP hydrolysis
COc1nccc(-c2ccc(F)cc2)c1C#N,-5%,-0.8%,-3.5%,14%,25%,-16%,-1%,-1.4%,1%
COc1cc(CN2CCN(c3cccc(C)c3C)CC2)cc([N+](=O)[O-])c1O,-3%,0.1%,10%,-14%,6%,28%,-5%,-3.3%,25%
CC(=O)Nc1ccc(NC(=O)CN(C)S(=O)(=O)c2ccc3ccccc3c2)cc1,6%,1.0%[50 µM],2.3%,22%,6%,2%,-1%,1.3%,4%
CN1CCc2c(OCC(=O)NC3CCCCC3)cccc2C1=O,-2%,-0.1%,1.5%,12%,30%,1%,0%,0.0%,10%
Cc1cccc(NC(=S)NNC(=O)c2ccccc2Br)c1,-9%,0.7%,2.5%,0%,21%,2%,-5%,2.0%,-1%
Cc1ccc(S(=O)(=O)N(C)CCCC(=O)N2CCN(C=O)CC2)cc1,-7%,4.7%,0.0%,-5%,1%,-4%,4%,-2.3%,0%
CCOC(=O)C1CCN(c2c(Nc3cc(C)cc(C)c3)c(=O)c2=O)CC1,-2%,1.0%[50 µM],-0.8%,-22%,20%,-14%,2%,-2.3%,7%
CN(c1ccc(C(=O)NC2CCCC2)cc1)S(=O)(=O)c1ccc(Cl)cc1,-2%,-0.6%[50 µM],0.7%,20%,1%,0%,0%,0.3%,-4%
Cc1ccc(-c2csc3ncn(-n4c(C)ccc4C)c(=O)c23)o1,3%,-0.2%,-0.8%,-12%,35%,12%,6%,-0.5%,11%
O=C(NCCS(=O)(=O)N1CCN(c2ccccc2F)CC1)c1ccco1,-9%,1.8%[50 µM],-2.2%,x,13%,x,-6%,x,10%
CCC(=O)c1ccc(OC(=O)/C=C/c2cc(OC)c(OC)c(OC)c2)cc1,-10%,0.0%,1.4%,8%,4%,16%,9%,-0.6%,4%
CC(=O)c1cccc(NC(=S)NC2CC2)c1,-9%,1.1%,2.9%,1%,5%,0%,5%,-0.4%,5%
Cc1ccc2nc(N3CCN(Cc4nnnn4Cc4ccccc4)CC3)c(C#N)cc2c1,1%,3.5%,5.7%,0%,12%,-3%,-22%,1.7%,12%
CN(Cc1ccccc1NS(=O)(=O)c1ccc2ccccc2c1)C1CCCCC1,-7%,0.1%,-1.8%,2%,2%,-15%,1%,0.8%,3%
CCOC(=O)c1cccc(C(=O)OCC)n1,-1%,2.0%,0.4%,11%,2%,-5%,-7%,-1.9%,9%
NS(=O)(=O)c1ccc(CCNC(=O)Cc2c[nH]c3ccccc23)cc1,1%,-0.3%,2.6%,3%,1%,-3%,10%,1.5%,-1%
Cc1nn(C)c(C)c1S(=O)(=O)N1CCCC(C(=O)N2CCN(c3ccc(Cl)cc3)CC2)C1 (centres undefined),2%,5.3%,4.0%,2%,8%,4%,1%,-0.8%,7%
CC1(C2CC2)NC(=O)N(CC(=O)Nc2ccc(Cl)c([N+](=O)[O-])c2)C1=O (centres undefined),0%,0.8%[50 µM],2.9%,x,x,x,x,x,5%
O=C(NCCc1ccccc1)c1cnn2c(C(F)F)cc(C3CC3)nc12,5%,-0.1%,4.9%,6%,2%,9%,6%,-1.7%,7%
CCn1c(C)c(C)c2cc(C(=O)N3CCc4ccccc4C3)ccc21,-7%,0.2%,15%,-6%,18%,22%,0%,0.1%,-24%
CSc1ncccc1C(=O)OCC(=O)Nc1ccc2c(c1)CCC2,-3%,0.7%[50 µM],2.0%,x,x,x,x,x,-1%
COc1cccc(C=Nc2cc(C)on2)c1O,1%,0.3%,0.2%,4%,-3%,-2%,2%,1.9%,10%
CCN(C(=O)Cc1c(C(=O)O)n(C)c2ccccc12)c1cc(OC)ccc1OC,-2%,-0.7%[50 µM],1.6%,6%,3%,12%,4%,2.4%,3%
COc1cccc(/C=N/Nc2cc(Cl)nc(C)n2)c1O,-5%,0.2%,-0.1%,10%,21%,-9%,7%,-2.0%,-20%
CCSC1=NCCN1S(=O)(=O)c1ccccc1,-6%,-0.1%,1.2%,1%,3%,13%,2%,-2.7%,8%

# Carrying on:
SMILES,Dengue-2 NS5 capping,UTI89 phage lysis,RSV CPE inhibition,GPR55 LPI antagonism,Large T inhibition,GPR35 arrestin U2OS,PhoP inhibition,HIV fusion peptide,Rac1 GTP hydrolysis
CCCN(Cc1ccccc1)C(=S)Nc1cccc(C)c1C,-5%,0.5%,0.3%,-4%,8%,3%,-4%,-0.8%,4%
CCOC(=O)c1cc(-c2cccnc2)nn1-c1ccccc1,-6%,-1.6%,-0.8%,-1%,19%,-6%,2%,0.1%,4%
Ic1ccc(N2CCN(Cc3c[nH]c4ncccc34)CC2)cc1,-1%,4.8%,-1.6%,x,15%,x,-7%,x,18%
O=C(c1ccc(S(=O)(=O)c2ccccc2)cc1)N1CCc2ccccc2C1,1%,2.6%,16%,-15%,9%,-3%,-12%,0.9%,6%
Cc1cc(Cl)ccc1N(CC(=O)NCc1ccc2c(c1)OCO2)S(C)(=O)=O,x,x,-1.0%,15%,18%,3%,-9%,-0.6%,x
Cc1ccccc1NS(=O)(=O)c1ccc2[nH]c(=O)[nH]c2c1,x,x,4.7%,10%,5%,1%,-2%,-1.1%,x
CCNc1ccc(C(=O)OCC(=O)NC(C)c2ccccc2)cc1[N+](=O)[O-] (centres undefined),-1%,3.7%,0.7%,2%,4%,6%,-7%,0.9%,-2%
O=C(N[C@@H](Cc1ccccc1)C(=O)Nc1ccc(F)cc1)C1CCNCC1,-6%,-0.4%,-1.8%,2%,2%,14%,1%,-1.3%,8%
CCOC(=O)c1ccc(-c2ccc(/C=N/NC(=O)c3cncc(Br)c3)o2)cc1,x,x,1.9%,2%,20%,11%,-9%,5.8%,x
O=C(CCCn1cc([N+](=O)[O-])cn1)Nc1cccnc1,-10%,0.1%,0.4%,8%,15%,8%,1%,1.5%,13%
NC(=O)C1CCN(C(=O)c2cc3c(s2)CCCCC3)CC1,5%,0.5%[50 µM],2.0%,x,x,x,x,x,11%
CCC(=O)NS(=O)(=O)c1ccc(N=NN2CCCCC2)cc1,-4%,0.3%,0.4%,5%,4%,-8%,-5%,-1.6%,3%
